TSHR antag: blocks TSH signaling through the human TSH receptor | P16473 | TSHR-expressing cells, TSH-stimulated cAMP HTRF, 2 h; hits give low values | activity change, negative = inhibition, % at 11.5 µM | 330,000 compounds, 0.2% hits;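 active means activity change below a set negative limit, meaning inhibition stronger than a set level, cut at about -70% in these data; inconclusive means activity change between two set negative limits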; further: on the % scale 0 is the no-effect control and ±100 the full control effect
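Freshly harvested TSHR cells receive pin-tooled compound, then EC80 TSH at 4nM final. After 2 hours at 37 deg C, antibody in lysis buffer and cAMP-d2 are added; 30 minutes at ambient temperature precede the HTRF read.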
USP2a inh: USP2a (human) protease inhibition; O75604; USP2 core, Ub-CHOP2 coupled fluorogenic reporter, 485/531; Potency, µM (series often up to 38.3 µM), without a hit: at the top dose activity change, negative = inhibition, hits mostly inhibitors; 330,000 compounds, 0.01% hits;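 further: potency means the concentration at half of the fitted maximal effect; plate controls were DMSO wells for no effect and full inhibition by NEM control for full effect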
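Cell-free coupled assay: 10nM USP2 core preincubated 30min RT with compound in Tris-HCl pH 8.0/CaCl2/CHAPS buffer, then 25nM Ub-CHOP2 and 25nM reporter substrate; fluorescence (Ex 485/Em 531) read after 60min RT, normalized to NEM inhibition, concentration-response curves fitted.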
ELG1 DNA repair: inhibitors of ELG1-dependent DNA repair in HEK293T cells; HEK293T ELG1-luciferase reporter, luminescence, 16 h; DNA damage induced by 5-fluorouridine; Potency, µM (top dose mostly 46.1 µM), for the others: at the highest dose activity change, negative = inhibition, actives largely listed as inhibitors; 330,000 compounds, 2.3% hits; AID 504467; further: potency means the concentration at half of the fitted maximal effect; on the % scale 0 is the no-effect control and ±100 the full control effect; nearly all actives have a fitted effect of over 55% in size
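5-Fluorouridine DNA damage + compound/DMSO, 2,000 cells/well, 16 h, 37 °C/5% CO2. ONE-Glo, 30 min RT, luminescence. Readout = decrease in reporter signal.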
B2AR arrestin: agonists driving beta-arrestin recruitment to human beta2-adrenergic receptor; Potency, µM (doses to about 46.1 µM), for inactives: at the highest dose activation, actives largely listed as activators; P07550; 330,000 compounds, 0.02% hits; beta-arrestin recruitment to beta2AR, cell-based reporter;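 further: potency means the concentration at half of the fitted maximal effect; 0% = DMSO controls and full agonism = EC100 isoproterenol or metaproterenol; nearly all actives have a fitted effect of over 65% in size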
Eya2 phos inh: blocks the phosphatase activity of human Eya2; 330,000 compounds, 0.006% hits; recombinant Eya2, OMFP fluorescence dephosphorylation (OMFP is methylfluorescein phosphate); Potency, µM (top dose mostly 76.9 µM), for the others: at the highest dose activity, negative = inhibition, actives largely listed as inhibitors; further: potency means the concentration at half of the fitted maximal effect; on the % scale 0 is the no-effect control and ±100 the full control effect
Target sequence (O00167 whole entry, looked up): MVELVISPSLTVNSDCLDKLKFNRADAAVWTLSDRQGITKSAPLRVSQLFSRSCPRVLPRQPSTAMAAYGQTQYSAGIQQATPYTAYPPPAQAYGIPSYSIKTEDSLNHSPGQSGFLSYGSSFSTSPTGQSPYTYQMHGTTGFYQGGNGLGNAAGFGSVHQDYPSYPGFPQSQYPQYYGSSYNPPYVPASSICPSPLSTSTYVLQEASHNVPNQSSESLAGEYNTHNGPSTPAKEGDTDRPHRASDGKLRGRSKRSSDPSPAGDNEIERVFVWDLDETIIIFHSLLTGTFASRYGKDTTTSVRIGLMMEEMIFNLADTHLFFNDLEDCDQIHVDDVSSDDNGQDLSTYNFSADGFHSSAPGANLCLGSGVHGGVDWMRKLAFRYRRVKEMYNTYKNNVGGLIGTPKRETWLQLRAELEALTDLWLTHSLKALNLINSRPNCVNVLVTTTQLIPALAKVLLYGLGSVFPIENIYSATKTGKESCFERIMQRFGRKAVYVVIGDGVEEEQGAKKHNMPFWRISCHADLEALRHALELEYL
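Eya2 protein (added as 0.2 uM solution) was preincubated with compound for 10 min at ambient temperature in 50 mM HEPES pH 7.5, 50 mM NaCl, 5 uM MgCl2, 0.05% BSA, 1 mM DTT. OMFP (added at 50 uM) then reacted 10 min; fluorescence read at 485/525 nm.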
Mito fusion yeast: inhibitors of mitochondrial division or activators of mitochondrial fusion. 320,000 compounds, 0.23% hits. Potency, µM (titrated, usually from 46.1 µM), inactives show at the top dose growth rescue (activation), actives largely listed as activators. S. cerevisiae fusion-defective mutant growth rescue, CellTiterGlo 48 h. AID 485298;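 further: potency means the concentration at half of the fitted maximal effect; % of control where 0% means no effect; nearly all actives have a fitted effect of over 45% in size; temperature-sensitive fusion mutants such as fzo1-1 at 37 °C on non-fermentable ethanol glycerol medium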
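Luminescent cell viability in 1536-well qHTS format served as the measure of rescued growth in ts fusion-mutant S. cerevisiae cultured on non-fermentable YPEG for 48 hours at 37C.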
TCR activator: activators of T cell receptors | primary human leukocytes, anti-CD3, IL-2 HTRF, 48 h | Potency, µM (series often up to 9.22 µM), without a hit: at the top dose activation of IL-2 secretion, actives largely listed as activators | 330,000 tested, under 10 active; further: % of control where 0% means no effect
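Human primary leukocytes + a-CD3 beads + cpd, 48 hr; IL-2 in supernatant by HTRF (ex 320nm / em 665nm). No co-stimulatory signal supplied.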
TSG101-PTAP inh: blocks PTAP/TSG101 interaction to inhibit HIV-1 budding. Q99816. Fluorescence polarization, FITC-PTAP peptide / Tsg101 binding. Potency, µM (doses to about 115 µM), without a hit: top-dose activity change, negative = inhibition, actives largely listed as inhibitors. 340,000 tested, under 10 active. AID 493005; active means well fitted inhibition curve with a large enough effect in the main read-out, with a control signal flat, not every such curve was filed as active; inconclusive means small, poorly fitted or top-dose-only effect, or effect the other way, or a change in a side signal; inactive means no such curve, though single readings can be large or run the other way; further: potency means the concentration at half of the fitted maximal effect; % of control where 0% means no effect
Target sequence (Q99816 whole entry, looked up): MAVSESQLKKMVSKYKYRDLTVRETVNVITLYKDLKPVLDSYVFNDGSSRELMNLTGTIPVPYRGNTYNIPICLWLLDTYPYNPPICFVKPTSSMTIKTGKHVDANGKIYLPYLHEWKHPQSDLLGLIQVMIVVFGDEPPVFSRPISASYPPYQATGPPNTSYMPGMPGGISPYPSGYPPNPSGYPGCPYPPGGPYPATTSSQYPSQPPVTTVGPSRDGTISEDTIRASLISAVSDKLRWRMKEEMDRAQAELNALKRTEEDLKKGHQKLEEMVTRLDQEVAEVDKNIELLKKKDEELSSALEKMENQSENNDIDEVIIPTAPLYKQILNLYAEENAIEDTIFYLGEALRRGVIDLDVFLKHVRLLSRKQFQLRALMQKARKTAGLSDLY
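Compounds were pin-transferred onto Tsg101 binding domain (10 uM final) in HEPES pH 7.5 buffer, then FITC-PTAP peptide was added at 50 nM final. After 20 min at RT, polarization reported peptide displacement across a qHTS concentration series.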
Chronic BCR inh: inhibitors of chronic active B-cell receptor signaling; ABC-DLBCL IkBa-CBG/CBR reporter, luminescence ratio, 4 h; Potency, µM (doses to about 46.1 µM), inactives show at the highest dose ratio change, negative = lower green/red ratio, hits mostly inhibitors; 340,000 compounds, 0.05% hits; active means well fitted inhibition curve with a large enough effect in the signal ratio, with a control signal flat, not every such curve was filed as active; inconclusive means small, poorly fitted or top-dose-only effect, or effect the other way, or a change in a side signal; the % refers to the signal ratio;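 further: potency means the concentration at half of the fitted maximal effect; plate controls were basal doxycycline-induced cells for no effect and cells given 10 µM MG132 for full effect; MG132 reads +100%, hits lower the ratio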
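Compounds up to 46 uM were incubated four hours with TMD8 cells whose green CBG68 luciferase is fused to IkappaBalpha; red CBR luminescence normalised the signal, and concentration-effect curves were fitted to fusion, red and ratio data.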
uPA surface inh: blocks generation of uPA at the cell surface. cell surface uPA generation assay, qHTS. Potency, µM (series often up to 38.3 µM), inactives show top-dose activity change, negative = inhibition, hits mostly inhibitors. 330,000 compounds, 0.31% hits. AID 540303; active means well fitted inhibition curve with a large enough effect; inconclusive means small, poorly fitted or top-dose-only effect; inactive means no such curve, though single readings can be large or run the other way; tested in mouse RAW 264.7 cells; further: potency means the concentration at half of the fitted maximal effect; on the % scale 0 is the no-effect control and ±100 the full control effect; nearly all actives have a fitted effect of over 55% in size
Tb PFK block: T. brucei PFK enzyme inhibition; AID 485367; Potency, µM (top dose mostly 57.5 µM), without a hit: at the highest dose activity, negative = inhibition, actives largely listed as inhibitors; O15648; 330,000 compounds, 0.17% hits; T. brucei PFK, ADP-Glo luminescence;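 further: potency means the concentration at half of the fitted maximal effect; 0% = uninhibited 1x PFK enzyme wells and -100% = no-enzyme wells; nearly all actives have a fitted effect of over 60% in size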
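PFK 1.25 nM, F6P 0.5 mM, ATP 0.1 mM, 0.1 M TEA pH 8.0, 5 mM MgCl2, 0.01% Tween20, 0.1% BSA; 45 min RT. ADP-Glo readout. qHTS titration up to 57 uM; curves fitted, compounds curve-classed.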
Numbers without * were called inactive; u = inconclusive; x = not tested or not shown; [ ] = remark or other dose. Unless noted, the call rests on the fitted dose curve; in most records, active means well fitted curve in the direction sought with a large enough effect; inconclusive means small, poorly fitted or top-dose-only effect, or another doubt; inactive means no such curve, though single readings can be large; an effect the other way counts as inactive or inconclusive.

SMILES | TSHR antag | USP2a inh | ELG1 DNA repair | B2AR arrestin | Eya2 phos inh | Mito fusion yeast | TCR activator | TSG101-PTAP inh | Chronic BCR inh | uPA surface inh | Tb PFK block
NC(=O)c1nsc(C(=O)N(c2ccccc2)C(C(=O)NCC2CCCO2)c2cccs2)c1N (stereo unspecified) | -5 | -1% | u | -0.5% | 14% | 1% | -8% | -12% | -1% | 7% | -9%
COc1cc(/C=C(\C#N)C(=O)NC2CCCCC2)ccc1OCc1ccc(C(=O)O)cc1 | -6 | -2% | -27% | 0.2% | 4% | -1% | -3% | 0% | u | 0% | 0%
N#CCCn1cc(C(=O)O)c(-c2ccc3ccccc3c2)n1 | -16 | 3% | 11% | -0.1% | 4% | 1% | 9% | 0% | 5% | 0% | 3%
CCOC(=O)CSc1nc(N)c(C#N)cc1C#N | 10 | 4% | u | 0.0% | -10% | x | 0%[46.1 µM] | -4% | 6% | -18% | -1%
Cc1cc(O)c(/C=N/Nc2ccccc2Cl)c(=O)o1 | -2 | 0% | u | 0.3% | -10% | -5% | 2% | -4% | -6% | 1% | -2%
CCn1c(N2CCN(S(=O)(=O)CC)CC2)nc2ccccc21 | 47 | -1% | -8% | 0.2% | -6% | -4% | 1% | 0% | -1% | 1% | -19%
CS(=O)(=O)c1ccc(Cl)c(NC(=O)C2CC(=O)N(Cc3ccco3)C2)c1 (stereo unspecified) | 13 | -1% | 25% | 0.1% | 5% | 1% | -9% | -4% | 2% | 2% | 1%
CSc1ccc(C(=O)NCC(=O)O)cc1[N+](=O)[O-] | -5 | 0% | 6% | -0.4% | 5% | 4% | 0% | -2% | 1% | 1% | 17%
COc1ccccc1N1CCN(C(=O)c2cccc3c(=O)c(C)c(-c4ccccc4)oc23)CC1 | -4 | 0% | 21µM* | -0.6% | -3% | 15% | 2%[46.1 µM] | 1% | u | -6% | -7%
Cc1noc(C)c1COc1ccc(CC(=O)NCCc2ccccn2)cc1 | -6 | 1% | 4% | -0.2% | 0% | -2% | -4% | -4% | 1% | -1% | -1%
COc1ccc(C(=O)NC(=S)NCCc2ccccc2)cc1 | -2 | 2% | 16% | -1.1% | -12% | -11% | 0% | 0% | 3% | 3% | 1%
Cc1cc(C(=O)NCc2ccc3c(c2)OCO3)ccc1[N+](=O)[O-] | 18 | 1% | 23% | -0.7% | 7% | 23% | x | -8% | -2% | 5% | -6%
NC(=O)CSc1nnnn1-c1ccccc1Cl | -9 | 0% | -4% | 0.1% | 4% | 0% | 5% | -1% | 5% | 4% | 5%
COc1ccc(NC(=O)Nc2ccc(C(=O)N3CCOCC3)cc2)cc1OC | 3 | 0% | -9% | -1.0% | 11% | 0% | 5% | -4% | 0% | 7% | 0%
CCc1c(C(C)S(=O)(=O)c2ccc(C)cc2)[nH]c(=O)n1-c1ccc(C)cc1 (stereo unspecified) | -4 | 5% | 0% | -0.3% | 14% | -4% | 2% | -2% | u | -1% | -5%
CCCN1C(=O)/C(=C\c2nc3ccccc3c(=O)[nH]2)c2ccccc21 | -8 | -2% | 18% | -1.2% | -6% | 2% | 3% | -1% | u | 3% | -6%
CC(C)Cc1nnc(NC(=O)CCC(=O)N2CCCCC2)s1 | 4 | 2% | 0% | 0.2% | 6% | 8% | -2% | 3% | 1% | -11% | 0%
COc1ccc(-c2cc(=O)c(C(=O)c3ccc(C)cc3)n[nH]2)cc1 | 24 | 0% | -5% | -0.2% | -5% | 4% | 3% | 1% | u | 1% | -2%
Cc1ccc(NC(=O)C2CCN(S(=O)(=O)c3c(C)noc3/C=C/N(C)C)CC2)cc1 | -3 | 1% | -18% | -0.3% | 2% | 0% | 5% | -2% | 3% | -7% | -1%
Cc1cc(=O)oc2c(CN(CC(C)C)CC(C)C)c(O)ccc12 | 7 | 1% | -8% | 0.1% | -7% | 2% | -3% | -1% | -10% | 2% | 5%
O=C(Nc1ccccc1N1CCOCC1)c1cccc(NS(=O)(=O)c2ccc(F)c(F)c2)c1 | -4 | -1% | u | -0.2% | 6% | 4% | 9% | -9% | 12% | -2% | 12%
CCCn1c(N)c(C(=O)CSc2nnc3ccccn23)c(=O)n(C)c1=O | 12 | 0% | 11% | 0.0% | -7% | 1% | 8% | 0% | 4% | 2% | 4%
S=C(NCc1cccnc1)Nc1ccc(Cl)cc1Cl | 4 | 1% | u | 0.0% | 0% | -2% | 0% | -2% | -2% | -3% | 4%
O=C(C[C@@H]1C/C=C\CC[C@@H](Cc2ccc(F)cc2)C(=O)OC[C@@H](Cc2ccccc2)NC1=O)NCCO | 3 | 2% | -4% | -1.1% | 3% | x | -1% | -4% | 0% | -6% | 0%
O=C(CNc1ccccc1)N/N=C/c1c(O)ccc2ccccc12 | -7 | -6% | u | 0.1% | 12% | -3% | -3% | -1% | 1% | u | 1%
O=C(NCc1cn2ccsc2n1)Nc1ccc(Cl)cc1 | -13 | 1% | 0% | 0.0% | -7%[15.4 µM] | -1% | -1% | 4% | 9% | -6% | -3%
Cc1ccc(N(C(=O)CNC(=O)c2ccco2)C(C(=O)NC2CCCC2)c2cccnc2)cc1C (stereo unspecified) | -1 | 2% | -3% | 0.5% | -4% | 0% | 2% | -4% | -13% | -5% | 1%
CCN1C[C@@H]2[C@@H]3C(=O)N(Cc4ccccc4)C(=O)[C@@H]3[C@](CC)(C(=O)OC)N2C1=NC | 2 | 0% | 16% | 0.0% | 6% | x | 4%[46.1 µM] | -3% | 5% | 9% | 1%
CC(=O)NC(CC(=O)Nc1ccc(S(=O)(=O)N2CCOCC2)cc1)c1ccccc1 (stereo unspecified) | 25 | -1% | -8% | 0.0% | 4% | x | -1% | -1% | 5% | 0% | 0%
CCOC(=O)CCCn1nc(C)n2c(cc3sccc32)c1=O | -4 | 0% | 12% | -0.8% | -6% | 1% | 2%[46.1 µM] | -4% | u | -3% | 0%
COC(=O)c1ccc(C)cc1 | 9 | 0% | 6% | -0.6% | 5% | x | 7% | 0% | 0% | 8% | -3%
CC(=O)c1cccc(S(=O)(=O)N2CCCC(c3nc(-c4ccc(C)o4)no3)C2)c1 (stereo unspecified) | -15 | 2% | u | -0.2% | 11% | -3% | 12% | -8% | 1% | x | 4%
N#Cc1ccc(CSc2nc(N)cc(N)n2)cc1 | 18 | 0% | u | -0.9% | 4% | 5% | -1% | -6% | u | 2% | 11%
COc1ccccc1C(=O)NC(=O)CSc1nnc(N)s1 | 11 | 5% | 16% | 3.5% | 18% | -1% | -2% | -2% | 3% | -6% | -8%
COC(=O)C1=C(C)NC2=C(C(=O)CC(C)(C)C2)C1c1ccsc1 (stereo unspecified) | 14 | 1% | -4% | -0.5% | -3% | -2% | -9%[46.1 µM] | -1% | 10% | 1% | -4%
C/C(N)=C(/C#N)C(=O)CSc1nc2ccccc2c(=O)n1Cc1ccc(C)cc1 | -4 | -9% | u | -0.9% | 9% | -17% | x | -9% | -9% | -1% | -7%
CN1CCN(CCNC(=O)Nc2ccc(Cl)cc2)CC1 | -15 | -1% | 19% | 0.0% | -30% | -4% | -1% | -1% | 3% | -5% | -1%
CCOC(=O)N1CCC(NC(=O)C2CCCCN2S(=O)(=O)c2ccc(F)cc2)CC1 (stereo unspecified) | -1 | 2% | 5% | -0.1% | 4% | 4% | -4% | -4% | 1% | 5% | -2%
CC(=O)NC12CC3CC(C1)CC(C(=O)N1CCN(S(=O)(=O)c4cccs4)CC1)(C3)C2 | 0 | 1% | -3% | -1.1% | 0% | -3% | x | 0% | 0% | -17% | 1%
CC(C)Nc1nc(NC(N)=S)nc(NC(C)C)n1 | 1 | -1% | u | -0.6% | -15% | -9% | 5%[46.1 µM] | -1% | -8% | u | 3%
Cc1cccc(C(=O)Nc2cc(OCc3cccc(F)c3)c(Cl)cc2Cl)c1 | -11 | 0% | 15% | 0.1% | 6% | -6% | -1% | -2% | 20% | -3% | -6%
O=C(Nc1cccc2ccccc12)c1cn(-c2ccccc2)nc1-c1cccs1 | -7 | -1% | -9% | -0.2% | 5% | 8% | -4% | 0% | -3% | x | 1%
OCCN=C1CCCc2c1[nH]c1ccc(Br)cc21 | 34 | 0% | -1% | -0.5% | -16% | -10% | 9% | -3% | 12% | 2% | -2%
CC(C)Oc1ccc(C(=O)Nc2ccccc2N2CCCC2)cc1 | -8 | 2% | -11% | -0.2% | 11% | 4% | 2% | -1% | u | 0% | -1%
